High-throughput results as filed in PubChem.
EPAC1 agonist: qHTS for Agonist of cAMP-regulated guanine nucleotide exchange factor 3 (EPAC1): primary screen. Rap guanine nucleotide exchange factor 3 (Homo sapiens), O95398. Potency, µM (series often up to 154 µM), for the others: top-dose activation, usual class: activators. EPAC1 agonist qHTS, biochemical assay; response scale: 100% = response to 6.5 mM cAMP. 360,000 tested, 0.073% active; note: potency is the fitted concentration of half-maximal effect; nearly all actives have a fitted effect of over 60% in size
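Fluorescent GDP-exchange assay: 100 nM EPAC1 with 250 nM Rap1B preloaded with BODIPY-GDP and 50 uM GDP; compounds tested as concentration series, 5 min at room temperature, then read every 5 min for 30 min (ex 480/em 540 nm); normalized to 6.5 mM cAMP.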
PLK1 PBD block: qHTS for Inhibitors of PLK1-PDB (polo-like kinase 1 - polo-box domain): Primary Screen; Potency, µM, for inactives: max response, negative = inhibition, actives largely listed as inhibitors; 360,000 tested, 2.8% active; Serine/threonine-protein kinase PLK1 (Homo sapiens), P53350; Plk1 PBD binding of FITC phosphopeptide, fluorescence polarization; note: potency is the fitted concentration of half-maximal effect; series mostly up to about 57 µM; % is set by controls: 0 for no effect and ±100 for the full control effect; nearly all actives have a fitted effect of over 65% in size
Target sequence (P53350 whole entry, looked up, the tested form may be a part): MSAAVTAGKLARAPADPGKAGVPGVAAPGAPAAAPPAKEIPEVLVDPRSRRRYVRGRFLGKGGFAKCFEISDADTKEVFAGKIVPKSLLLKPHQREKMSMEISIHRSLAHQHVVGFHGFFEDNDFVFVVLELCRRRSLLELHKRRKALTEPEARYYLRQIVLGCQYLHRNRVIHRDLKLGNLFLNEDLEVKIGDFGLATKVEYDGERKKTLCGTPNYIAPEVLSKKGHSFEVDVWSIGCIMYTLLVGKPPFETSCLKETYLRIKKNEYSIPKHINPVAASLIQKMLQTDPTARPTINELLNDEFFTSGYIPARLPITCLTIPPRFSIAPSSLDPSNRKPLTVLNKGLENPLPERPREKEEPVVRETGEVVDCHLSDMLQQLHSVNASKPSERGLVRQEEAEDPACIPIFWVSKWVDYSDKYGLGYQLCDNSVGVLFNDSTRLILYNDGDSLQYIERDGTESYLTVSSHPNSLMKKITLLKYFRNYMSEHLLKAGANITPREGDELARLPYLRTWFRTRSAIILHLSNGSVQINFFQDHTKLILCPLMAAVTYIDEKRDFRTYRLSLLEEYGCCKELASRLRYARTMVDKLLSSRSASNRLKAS
WRN inhibitor: qHTS for Inhibitors of WRN Helicase | Potency, µM (titrated, usually from 114 µM), for inactives: at the top dose activity change, negative = inhibition, actives largely listed as inhibitors | AID 651768, 2012 | Bifunctional 3'-5' exonuclease/ATP-dependent helicase WRN (Homo sapiens), Q14191 | WRN helicase unwinding, fluorescent forked duplex, kinetic | 360,000 tested, 0.46% active; note: potency is the fitted concentration of half-maximal effect; % is set by controls: 0 for no effect and ±100 for the full control effect; nearly all actives have a fitted effect of over 55% in size
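WRN at 20 nM final was preincubated with compound for 15 min at room temperature; reaction started with 100 nM forked duplex oligonucleotide carrying fluorophore and quencher plus 2 mM ATP (final). Unwinding followed kinetically by red fluorescence (ex 525/em 598 nm).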
EPAC1 antag: qHTS for Antagonist of cAMP-regulated guanine nucleotide exchange factor 3 (EPAC1): primary screen | Rap guanine nucleotide exchange factor 3 (Homo sapiens), O95398 | EPAC1 GEF assay, Rap1b-BODIPY-GDP exchange fluorescence | Potency, µM (doses to about 115 µM), inactives show at the top dose activity change, negative = inhibition, most hits filed as inhibitors | 360,000 tested, 0.14% active | AID 720709, 2013;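 note: potency is the fitted concentration of half-maximal effect; plate controls were vehicle for no effect and positive control for full effect; nearly all actives have a fitted effect of over 50% in size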
PI5P4K alpha inh: qHTS for Inhibitors of phosphatidylinositol 5-phosphate 4-kinase (PI5P4K) | max response, % | PI5P4Kalpha enzyme, ADP-Glo luminescence, 60 min; active compounds read low | Phosphatidylinositol 5-phosphate 4-kinase type-2 alpha (Homo sapiens), P48426 | 330,000 tested, 1.2% active | AID 652105, 2013; active = max response of -50% or lower; inconclusive = between -30% and -50%; inactive = -30% or higher; note: value at the top dose of about 77 µM; % is set by controls: 0 for no effect and ±100 for the full control effect
Target sequence (P48426 whole entry, looked up): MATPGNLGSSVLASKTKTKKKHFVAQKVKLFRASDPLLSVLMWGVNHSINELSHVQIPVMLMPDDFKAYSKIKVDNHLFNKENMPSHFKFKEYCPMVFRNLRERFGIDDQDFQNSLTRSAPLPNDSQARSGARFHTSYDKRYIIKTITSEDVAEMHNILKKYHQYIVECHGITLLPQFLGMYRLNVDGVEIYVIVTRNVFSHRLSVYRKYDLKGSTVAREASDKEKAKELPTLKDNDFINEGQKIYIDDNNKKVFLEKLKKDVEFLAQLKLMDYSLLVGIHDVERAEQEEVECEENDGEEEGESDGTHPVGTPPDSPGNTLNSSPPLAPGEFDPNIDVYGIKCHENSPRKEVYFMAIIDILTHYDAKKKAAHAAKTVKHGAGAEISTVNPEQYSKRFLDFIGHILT
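PI5P4Kalpha ADP-Glo assay; 5 microM ATP final; 60 min RT reaction; HEPES pH 7.4/EGTA/CHAPS, 5% DMSO; controls lacking substrate or enzyme; luminescent end-point.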
MmCpn inh: Inhibitors of TCP-1 ring complex (TRiC) of Methanococcus maripaludis (MmCpn): qHTS; Chaperonin Mm-Cpn (Methanococcus maripaludis); purified Mm-Cpn ATPase, ADP Transcreener TR-FRET; Potency, µM (series often up to 76.9 µM), for inactives: top-dose activity, negative = inhibition, hits mostly inhibitors; 330,000 tested, 0.031% active; note: potency is the fitted concentration of half-maximal effect; % is set by controls: 0 for no effect and ±100 for the full control effect; nearly all actives have a fitted effect of over 80% in size
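25 nM Mm-CPN + cpd, 10 min 37°C; + 10 uM ATP, 30 min 37°C; buffer 30 mM Tris pH 7.4, 100 mM KCl, 5 mM MgCl2, 1 mM DTT; Transcreener ADP HTRF detection 30 min RT.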
CCT chaperon mod: High-Throughput Screening for Modulators of Cytosolic Chaperonin Activity; purified chaperonin ATPase assay, HTRF ADP detection, 30 min; 360,000 tested, 0.3% active; activity change, % (concentration not given with the values), hits read low; in the data active = activity change below about -30%; note: % is set by controls: 0 for no effect and ±100 for the full control effect
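ATPase activity: ADP formed was measured by HTRF Transcreener (665/615 nm ratio) after 30 min at 37 deg C with 10 uM ATP. Compounds screened at one 76 uM concentration against 40 or 20 nM TRiC in Tris pH 7.4/KCl/MgCl2/DTT buffer.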
EPAC2 antagonist: qHTS for Antagonist of cAMP-regulated guanine nucleotide exchange factor 2 (EPAC2): primary screen. EPAC2 GEF exchange of Rap1B-BODIPY-GDP, fluorescence. Potency, µM (top dose mostly 114 µM), for the others: at the top dose activity, negative = inhibition, most hits filed as inhibitors. 360,000 tested, 0.18% active. Rap guanine nucleotide exchange factor 4 (Homo sapiens), Q8WZA2. AID 720708, 2013; note: potency is the fitted concentration of half-maximal effect; % is set by controls: 0 for no effect and ±100 for the full control effect; nearly all actives have a fitted effect of over 45% in size; many of its hits are not listed in these tables
* = called active by the depositor; ? = inconclusive; . = no result given; [ ] = another dose, or the depositor's remark. Unless noted, calls come from the whole dose curve; as a rule, active = well fitted curve in the direction sought with a large enough effect; inconclusive = small, poorly fitted or top-dose-only effect, or another doubt; inactive = no such curve, though single readings can be large; an effect the other way counts as inactive or inconclusive. An excerpt. The share of hits here may be higher or lower than overall.

Preview:
SMILES	EPAC1 agonist	PLK1 PBD block	WRN inhibitor	EPAC1 antag	PI5P4K alpha inh	MmCpn inh	CCT chaperon mod	EPAC2 antagonist
c1ccc(Oc2ccc(-c3cc(NCCc4cccnc4)n4nccc4n3)cc2)cc1	-12%	-4%	-2%	1%	-8	.	0.3	5%
COC(=O)C1N[C@@H]([C@@H](NC(=O)COc2ccccc2)C(=O)Nc2ccc(OC)cc2)SC1(C)C (some centres undefined)	-5%	5%	12%	-6%	-6	.	-3.8	5%
COc1ccc(Cc2nc3ccc(C(=O)NCC4COCCO4)cc3o2)cc1OC (centres undefined)	4%	-10%	6%	-1%	-2	0%	-4.1	0%
CCCC(O)(c1ccc(Cl)cc1)C(CN1CCOCC1)c1ccccc1 (centres undefined)	0%	3%	2%	-4%	0	-2%	-2.8	-14%
Cc1ccc(S(=O)(=O)N2CCC(=O)N(C(COCc3cccc(C(F)(F)F)c3)Cc3ccccc3)CC2)cc1 (centres undefined)	-14%	3%	-13%	-25%	2	0%	-0.7	-15%
O=C(c1ccc(Br)o1)N1CC=C(c2ccccc2)CC1	8%	-9%	-36%	-3%	5	-27%	0.0	11%
CCN(CC)C(=O)[C@H]1CC(CC(=O)NCc2ccco2)C(=O)N2CCc3c([nH]c4ccc(OC)cc34)[C@]12C (some centres undefined)	0%	-18%	5%	6%	-2	3%	1.5	-2%

This part in full, from the first entry:
SMILES	EPAC1 agonist	PLK1 PBD block	WRN inhibitor	EPAC1 antag	PI5P4K alpha inh	MmCpn inh	CCT chaperon mod	EPAC2 antagonist
c1ccc(Oc2ccc(-c3cc(NCCc4cccnc4)n4nccc4n3)cc2)cc1	-12%	-4%	-2%	1%	-8	.	0.3	5%
COC(=O)C1N[C@@H]([C@@H](NC(=O)COc2ccccc2)C(=O)Nc2ccc(OC)cc2)SC1(C)C (some centres undefined)	-5%	5%	12%	-6%	-6	.	-3.8	5%
COc1ccc(Cc2nc3ccc(C(=O)NCC4COCCO4)cc3o2)cc1OC (centres undefined)	4%	-10%	6%	-1%	-2	0%	-4.1	0%
CCCC(O)(c1ccc(Cl)cc1)C(CN1CCOCC1)c1ccccc1 (centres undefined)	0%	3%	2%	-4%	0	-2%	-2.8	-14%
Cc1ccc(S(=O)(=O)N2CCC(=O)N(C(COCc3cccc(C(F)(F)F)c3)Cc3ccccc3)CC2)cc1 (centres undefined)	-14%	3%	-13%	-25%	2	0%	-0.7	-15%
O=C(c1ccc(Br)o1)N1CC=C(c2ccccc2)CC1	8%	-9%	-36%	-3%	5	-27%	0.0	11%
CCN(CC)C(=O)[C@H]1CC(CC(=O)NCc2ccco2)C(=O)N2CCc3c([nH]c4ccc(OC)cc34)[C@]12C (some centres undefined)	0%	-18%	5%	6%	-2	3%	1.5	-2%
O=C(Nc1ccc(Cl)cn1)C1C(c2ccccc2)C1(Cl)Cl (centres undefined)	6%	-7%	-8%	-13%	-1	3%	-3.3	-7%
CC(C)(C)NC(=O)N1CCN(S(=O)(=O)c2ccc3c(c2)CCC3)CC1	-15%	-2%	2%	13%	5	1%	0.7	0%
CCCCc1nc2cc(C(=O)N3CCCCC3COC)ccc2o1 (centres undefined)	-2%	3%	-1%	-8%	6	2%	-1.9	2%
Cc1cccc(C)c1NC(=O)C(c1ccccc1)N1CC(=O)Nc2ccccc21 (centres undefined)	-26%	-8%	-2%	-6%	3	-4%	-3.9	7%
O=C(OCc1nc2ccccc2s1)c1ccc([N+](=O)[O-])o1	-9%	-19%	?	-5%	0	2%	-3.7	-2%
COc1ccc(-c2csc(N(CCCN(C)C)C(=O)c3ccc(C(C)(C)C)cc3)n2)cc1	-1%	6%	4%	-18%	-8	1%	-3.7	-3%
Nc1nc(SCC(=O)NCc2ccc3c(c2)OCO3)n[nH]1	5%	-12%	16%	15%	-7	-2%	-5.8	-3%
O=C(OC1CCOC1=O)c1ccc(S(=O)(=O)N2CCCCCC2)cc1 (centres undefined)	0%	-7%	-8%	-5%	-6	-3%	-2.2	2%
Cc1cc(-c2ccc(Cl)s2)n[nH]1	-2%	-7%	-2%	-4%	-2	0%	-1.0	-2%
CCOC(=O)C1(Cc2ccccc2)CCCN(Cc2ccccn2)C1 (centres undefined)	5%	-1%	-2%	6%	5	1%	-1.3	5%
CCOc1ccccc1N1CCN(C(=O)CNC(=O)c2ccccc2F)CC1	5%	-7%	-5%	-16%	0	1%	-0.6	-6%
CC(C)=CCN1CCN(C/C(Cl)=C/c2ccccc2)CC1CCO (centres undefined)	4%	-9%	0%	2%	5	1%	-1.1	-2%
CCOCC(=O)Nc1cc(-c2cn3cccnc3n2)ccc1C	-2%	2%	4%	7%	.	-3%	-0.8	6%
CCc1ccc(C(=O)COC(=O)C(Cc2ccccc2)NC(=O)c2ccc(Cl)cc2)cc1 (centres undefined)	-1%	0%	0%	2%	-6	0%	-1.1	-1%
Cc1ccc(C(=O)NCCCNC(=O)c2ccc(C)nc2)cc1	7%	-4%	-12%	-1%	8	0%	0.2	4%
COCCNC(=O)c1snc2ccc(Cl)cc12	8%	-1%	-7%	7%	.	0%	-0.9	1%
CC(=O)Nc1ccc(-c2nc3ccccc3c(=O)o2)cc1	-3%	-14%	16%	13%	0	1%	1.5	2%
CN(CC(=O)Nc1cccc(F)c1)C(=O)c1cc2c(s1)CCCCC2	-6%	-9%	-5%	-25%	-4	0%	-0.8	1%
CCc1nnc2n1N=C(c1ccc(Cl)cc1Cl)CS2	3%	-1%	2%	-1%	0	2%	-1.9	-7%
O=C(NNC(=O)c1cccnc1)Nc1ccccc1	-2%	2%	1%	18%	.	2%	-2.9	13%
Cc1cccc(C)c1NC(=O)C(c1ccnc2ccccc12)n1c(=O)c(-c2ccco2)nc2ccccc21 (centres undefined)	-6%	-7%	-5%	-27%	-72*	.	.	3%
Cn1c(-c2ccccc2)c(C(=O)CCl)c2ccccc21	9%	?	0%	-26%	11	?	-3.4	?
CCc1ccccc1NC(=O)N1C2CCCC1CC(NC(C)=O)C2 (centres undefined)	-3%	-9%	-9%	4%	2	-3%	-1.0	16%
CC(=O)Nc1ccc(NC(=S)Nc2ccc(F)cc2)cc1	9%	-10%	-4%	-3%	4	0%	1.2	6%
CCN(CCCNC(=O)CCNC(=O)Cn1cnc2ccccc2c1=O)c1cccc(C)c1	-3%	1%	4%	9%	-7	1%	1.1	11%
CCOCCCNC(=O)c1c(N)n(-c2ccc3c(c2)OCO3)c2nc3ccccc3nc12	5%	-4%	-22%	4%	2	0%	-4.9	-1%
Cc1nnc2n(-c3ccccc3)c(=O)c3ccccc3n12	14%	-14%	6%	10%	2	.	-1.1	-1%
CC12CCC(=O)N1C(C(=O)NNC(=O)c1ccc(F)cc1)CS2 (centres undefined)	-2%	-4%	-6%	-27%	4	-6%	0.6	?
Cn1cc(-c2cnc3c(NC=O)cc(-c4cccc(C(F)(F)F)c4)cn23)cn1	-15%	-21%	?	?	?	.	-1.3	?

Reformatted: results already given
SMILES | EPAC1 agonist | PLK1 PBD block | WRN inhibitor | EPAC1 antag | PI5P4K alpha inh | MmCpn inh | CCT chaperon mod | EPAC2 antagonist
CCN(CCCNC(=O)CCNC(=O)Cn1cnc2ccccc2c1=O)c1cccc(C)c1 | -3% | 1% | 4% | 9% | -7 | 1% | 1.1 | 11%
Cn1c(-c2ccccc2)c(C(=O)CCl)c2ccccc21 | 9% | ? | 0% | -26% | 11 | ? | -3.4 | ?

More structures follow.
SMILES	EPAC1 agonist	PLK1 PBD block	WRN inhibitor	EPAC1 antag	PI5P4K alpha inh	MmCpn inh	CCT chaperon mod	EPAC2 antagonist
COc1cc(NC(=O)COC(=O)CCc2cc(OC)c(OC)c(OC)c2)cc(OC)c1	-11%	-12%	-5%	-11%	-1	0%	-0.3	-28%
Cc1ccc(C23CC4CC(CC(CN)(C4)C2)C3)cc1	-1%	-5%	-2%	0%	12	3%	0.3	0%
COc1ccc(-c2cc(=O)oc3cc(OC(C)C(=O)O)ccc23)cc1 (centres undefined)	0%	-1%	-16%	0%	.	1%[15.4 µM]	1.7	1%
CCSc1nnc2c3cc(CC)ccc3n(C)c2n1	-5%	-14%	2%	-27%	3	2%	1.1	2%
OCC1(Cc2cccc(Cl)c2)CCCN(Cc2sc(N3CCCC3)nc2Cl)C1 (centres undefined)	8%	-11%	-7%	-7%	1	-2%	2.0	1%
Cc1c(C(=O)NCc2ccc(C(C)C)cc2)sc(=O)n1Cc1ccc(S(=O)(=O)N(C)C)cc1	2%	-1%	-5%[57.1 µM]	2%	-2	.	-0.4	13%
Cc1ccc(NC(=O)NNC(=O)c2cccs2)cc1	-6%	6%	-25%[57.1 µM]	7%	-4	0%	-5.1	12%
C=CC[C@H]1CC(C)=C[C@H](CC=C)N1	6%	-8%	-1%	-11%	4	0%	-1.7	0%
COc1ccccc1CNS(=O)(=O)c1ccc2c(c1)CC(=O)N2C	4%	-5%	-4%	5%	-2	2%	0.3	-13%
COc1ccc(CCNC(=O)c2cccc(S(=O)(=O)N3CCCCC3)c2)cc1	-6%	-4%	2%	3%	4	4%	-0.6	-2%
O=C1NN(c2ccc(Cl)cc2)C(=O)/C1=C\c1ccc(-c2cccc(C(=O)O)c2)o1	2%	24µM*	?	?	-69*	-1%	-2.9	-3%

As entered above.
CCSc1nnc2c3cc(CC)ccc3n(C)c2n1 – PLK1 PBD block: -14%
C=CC[C@H]1CC(C)=C[C@H](CC=C)N1 – EPAC1 antag: -11%
